Screens from PubChem BioAssay.
CHO-K1 Ca antag – nonselective inhibitor or artifact in parental CHO-K1 cells. ATP-induced calcium, Fluo-8 fluorescence. inhibition, % at 3 µM. 360,000 compounds, 0.6% hits;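 active = inhibition above a per-plate cutoff, the plate's mean sample inhibition plus 3 SD, cut at about 24% in these data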;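 note: 0% = DMSO plus EC80 ATP and 100% = DMSO alone without ATP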
M1 antag – human CHRM1 antagonism | P11229 | 360,000 compounds, 1.3% hits | inhibition, % at 3 µM | CHO-K1 hM1, Fluo-8 calcium fluorescence, ACh EC80 antagonist;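 active = percent inhibition above its own plate's cutoff, namely the mean of that plate's compound wells plus 3 SD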;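 note: peak over basal fluorescence ratio during 140 s after agonist addition; 0% = ACh EC80 plus DMSO and 100% = DMSO alone without agonist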
TAAR1 antagonist – antagonists of human TAAR1; AID 624466; CHO RD-HGA16 TAAR1, Fluo-8 calcium fluorescence, antagonist; inhibition, % at 3 µM; Q96RJ0; 360,000 compounds, 1.5% hits;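 active = inhibition above a per-plate cutoff, the mean inhibition of test compounds on that plate plus 3 SD, cut at about 49% in these data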;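 note: 0% = DMSO plus EC80 beta-PEA response and 100% = DMSO alone without agonist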
Target sequence (Q96RJ0 whole entry, looked up): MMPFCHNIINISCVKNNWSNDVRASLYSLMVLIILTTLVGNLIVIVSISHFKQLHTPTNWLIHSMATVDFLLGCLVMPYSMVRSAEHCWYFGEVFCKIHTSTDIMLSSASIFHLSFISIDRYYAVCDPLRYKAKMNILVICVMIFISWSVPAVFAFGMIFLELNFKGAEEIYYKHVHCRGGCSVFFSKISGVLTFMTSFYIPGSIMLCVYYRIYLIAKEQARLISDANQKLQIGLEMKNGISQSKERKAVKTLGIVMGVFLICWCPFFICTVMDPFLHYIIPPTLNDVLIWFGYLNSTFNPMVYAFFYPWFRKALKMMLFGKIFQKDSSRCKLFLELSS
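test system = CHO RD-HGA16 cells bearing hTAAR1 | replication = singlicate | controls = DMSO-only wells and EC80 β-PEA-stimulated wells | reagent = EC80 β-phenethylamine stimulus | read-out basis = percent inhibition of PEA-evoked calcium signal, max/basal emission ratio | schedule = seeding 17-24 h prior, 75-min 37 °C, 30-min RT dye loading | signal = kinetic Fluo-8 calcium fluorescence measurement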
M1 PAM parental – M1 PAM counterscreen hit in parental CHO-K1 cells; 360,000 compounds, 0.02% hits; ATP EC20, Fluo-8 calcium fluorescence; 0% at ATP EC20, 100% at ATP max; AID 602247; activation, % at 3 µM;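 active = activation above the run cutoff, the mean activation of all test compounds plus 3 SD, cut at about 40% in these data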;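 note: peak over basal fluorescence ratio in a 140 s read after ATP addition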
CHRM1 agonist – activates human CHRM1 receptor; 360,000 compounds, 0.33% hits; P11229; CHO-K1 hM1, Fluo-8 calcium fluorescence, agonist mode; 0% DMSO, 100% acetylcholine EC100; AID 588814; activation, % at 3 µM;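 active = activation above the run's mean compound activation plus 3 SD, cut at about 16% in these data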;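 note: peak over basal fluorescence ratio within a 140 s kinetic read after compound addition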
CHO parental Ca – counter-screen for OX1R antagonists: effect in parental CHO cells | parental CHO-K1, ATP-induced calcium, Fluo-8 fluorescence | inhibition, % at 5.6 µM | 330,000 compounds, 0.63% hits;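 active = inhibition above that plate's mean sample inhibition plus 3 SD, cut at about 26% in these data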;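 note: 0% = ATP-challenged DMSO wells and 100% = DMSO wells without ATP; some compounds past the cut are filed as inactive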
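Assay system: untransfected parental CHO cell line. Also added: ATP agonist challenge. Dosing: one dose, 5.6 µM nominal. Measured by: Fluo-8 fluorescence. Read-out: % inhibition. Benchmarks: ATP wells versus no-ATP DMSO wells. Repeats: no replicates.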
M1 ag parental – nonselective activator or artifact in parental CHO-K1 cells. Fluo-8 calcium fluorescence; scaled to maximal ATP response, vehicle zero. activation, % at 3 µM. 360,000 compounds, 0.48% hits. AID 602248; in the data active = activation above about 15%;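 note: untransfected CHO-K1 host cells lacking M1 receptor as counterscreen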
OXTR potentiate – potentiates the human oxytocin receptor response. 320,000 compounds, 0.061% hits. AID 2445. P30559. activation, % at 3 µM. CHO-OTR cells, Fluo-8 calcium fluorescence, potentiator mode; 0% = oxytocin EC15, 100% = EC100;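 active = activation above that plate's cutoff, the mean activation of tested compounds plus 3 SD, cut at about 6.6% in these data, passing the limit was not always enough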;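 note: 100% uses oxytocin at 75 nM as the full agonist control; some results filed as inactive read as strong as hits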
Target sequence (P30559 whole entry, looked up): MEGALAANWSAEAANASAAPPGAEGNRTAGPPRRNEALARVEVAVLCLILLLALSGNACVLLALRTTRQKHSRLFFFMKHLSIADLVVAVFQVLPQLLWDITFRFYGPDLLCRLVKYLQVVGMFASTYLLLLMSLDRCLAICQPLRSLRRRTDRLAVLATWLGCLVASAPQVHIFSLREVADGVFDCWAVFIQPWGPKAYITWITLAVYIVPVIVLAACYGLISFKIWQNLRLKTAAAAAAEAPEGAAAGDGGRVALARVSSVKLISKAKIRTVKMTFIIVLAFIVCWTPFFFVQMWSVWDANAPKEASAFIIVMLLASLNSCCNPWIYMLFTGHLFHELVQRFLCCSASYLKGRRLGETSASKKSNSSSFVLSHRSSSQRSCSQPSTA
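Dosing: Single dose, 3.0 µM nominal final compound concentration | Material: Human OTR in CHO cells | Technique: Kinetic Fluo-8 calcium fluorescence | Benchmarks: EC15 oxytocin alone as 0%, 75 nM oxytocin as 100% | Probe or stimulus: Oxytocin at about EC15, sub-maximal agonist stimulus | Incubation: Compound 6 min at room temperature before oxytocin, 100 s read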
TAAR1 ag – agonists of human TAAR1; CHO RD-HGA16 TAAR1, Fluo-8 calcium fluorescence; vehicle wells 0%, saturating PEA agonist 100%; Q96RJ0; 360,000 compounds, 0.99% hits; activation, % at 3 µM; AID 624467;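 active = activation above the mean activation of all test compounds in the run plus 3 SD, cut at about 38% in these data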
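Test system: RD-HGA16 (CHO) cells co-expressing Gα16 and hTAAR1; dosing: one-point dosing at 3 µM (nominal); timing: 17-24 h seeding, 75 min 37 °C dye, 30 min RT; signal: kinetic Fluo-8 calcium fluorescence; read-out basis: % activation relative to PEA EC100 response; controls: DMSO and PEA EC100; replicates: n 1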
* marks the source's active call; other numbers are inactive results; x = not tested or not shown; & = joins results of further samples.

Value order: CHO-K1 Ca antag	M1 antag	TAAR1 antagonist	M1 PAM parental	CHRM1 agonist	CHO parental Ca	M1 ag parental	OXTR potentiate	TAAR1 ag
COC(=O)C1CC(c2c(OC)cc(OC)cc2OC)=NO1 (stereo not given)
  -13	-7	-6	5	-1	-12	0.8	-4	-1
NC(=O)N/N=C/c1ccccc1OCc1cccc2ccccc12
  3	-8	-12	6	0	-14	-0.1	-8	1
CCOc1ccccc1CNS(=O)(=O)c1cnc[nH]1
  -4	3	-8	-22	0	2	0.5	-8	1
CCC(C)C(NC(=O)C1CCC(C)CC1)C(=O)NCc1ccco1 (stereo not given)
  -15	-4	1	-3	-5	-14	-0.5	-3	-5
CCOc1ccccc1NS(=O)(=O)c1ccc2c(c1)n(C)c(=O)c(=O)n2C
  -11	3	-19	21	-4	-10	1.8	-7	1
CC(C)(C)n1nnnc1C(c1ccccc1)N1CCN(c2ncccc2C(F)(F)F)CC1 (stereo not given)
  -8&5	x	13&3	7&-5	x	x	5.1&-0.3	x	3&-1
CCOCc1nnc(NC(=O)CCC2CCCCC2)s1
  14	-11	-2	-15	-2	5	1.3	-9	1
CCCOC(=O)CCCN1C(=O)/C(=C2\SC(=S)N(CCCC(=O)OCCC)C2=O)SC1=S
  10	-14	-42	-16	-1	-3	-0.1	-6	2
CN(C)Cc1c(C(=O)N/N=C/c2cccc(OCc3ccccc3)c2)nnn1-c1nonc1N
  -10	6	34	-3	0	-9	3.9	-8	10
CC1CCOC2(O1)C(=O)N(CN1CCN(c3cccc(Cl)c3)CC1)c1ccccc12 (stereo not given)
  -2	15	-14	1	-4	-11	-0.3	-15	12
CC(C)c1ccc(NC(=O)CCNC(=O)Cn2ccc3ccccc3c2=O)cc1
  -12	-16	-13	11	-3	-15	0.2	-5	-2
COCc1cc(=O)[nH]c2cc(NC(=O)C3CC3)c(C)cc12
  -15	-1	-10	-15	-2	2	0.1	-8	6
C[C@@H]1CN(S(=O)C(C)(C)C)[C@H](CCO)/C1=C\CCO (stereo not given in full)
  -14	-1	2	20	-3	x	0.8	x	2
Cc1ccc(NC(=O)C2(c3cccs3)CCOCC2)cc1C
  0	-11	6	3	-6	-6	0.1	-2	0
COC(=O)c1ccc(CN(C)S(=O)(=O)c2ccc(C)cc2)o1
  0	4	-2	11	-5	-3	0.8	0	6
C=CCNC(=O)c1cc(Cl)ccc1Cl
  3	-24	6	13	-3	-2	0.2	1	10
Cc1cc(C)c(C(N)=O)c(Nc2ccc3c(c2)OCCO3)n1
  18	-5	-17	-9	8	-8	-0.1	-4	6
Cc1[nH]nc2c1C(=O)CCC2
  -12	-29	-7	19	-4	-24	0.5	-20	13
COc1ccc(-c2oc3ccccc3c(=O)c2OC(=O)c2ccc(C)cc2)cc1
  1	-10	-4	13	-2	9	0.4	-11	3
Cc1cc2nc(-c3ccccc3)c(Cc3ccsc3)n2c(C)c1Br
  -15	x	-10	11	x	x	0.4	x	1
COc1cccc(CNC(=O)Cc2ccc(-n3c(=O)[nH]c4ccccc4c3=O)cc2)c1
  -10	-10	8	27	-3	-14	1.0	2	-1
COc1cc(OC)cc(C(=O)NCC(=O)OCC(=O)NC2CCCc3ccccc32)c1 (stereo not given)
  -4	-8	7	30	-4	x	1.8	x	0
COc1ccccc1C(=O)Nc1ccc(C2=NNC(=O)CC2C)cc1 (stereo not given)
  -3	-7	21	7	-5	-11	2.5	-2	8
O=C(O)c1ccc(C2SCC(=O)N2Cc2ccco2)cc1 (stereo not given)
  -2	-7	8	10	-5	3	0.5	2	10
Cc1cc(C)nc(N/N=C/c2cc(Br)ccc2O)n1
  -21	-17	7	26	-3	7	1.5	-2	-5
CS(=O)(=O)Nc1cccc2cccnc12
  -9	-15	-8	-1	-4	-10	-0.1	-6	15
O=C(CSc1nnc(NC(=O)c2ccc(F)cc2)s1)NCc1ccco1
  -3	-2	-16	9	0	1	2.1	-6	1
CCN(CC)S(=O)(=O)c1ccc(N/N=C/c2ccc(OC)c(OC)c2OC)nc1
  -2	-9	2	11	-6	-10	0.0	-2	0
O=C(NCCCCO)c1c(-c2ccccc2)oc2c1C(OCCCCCO)CCC2 (stereo not given)
  -3	x	-23	13	x	x	0.5	x	1
CCOC(=O)c1c(-c2ccc(C)o2)csc1NC(=O)CSc1ncn[nH]1
  6	29	16	-14	-3	-11	1.3	-6	12
COc1cc(C(=O)N2CCN(S(=O)(=O)c3cccs3)CC2)cc(OC)c1C
  -15	-5	-1	9	-3	-24	1.8	-7	3
COCCn1c(SCC(=O)Nc2nnc(C)s2)nnc1-c1cc2ccccc2cc1O
  -7	-16	4	15	-1	-9	0.2	3	7
Cc1ccc(/C=N/n2c(-c3cccnc3)n[nH]c2=S)o1
  0	-5	-34	2	-3	8	0.6	-2	3
C=CCN(CC=C)C(=O)Cn1cnc([N+](=O)[O-])n1
  -13	-5	2	16	-6	2	0.5	3	0
O=C(Nc1ccccc1C(=O)NCc1cccnc1)c1ccc(Cl)cc1Cl
  -9	-14	7	25	-3	-16	4.8	-3	8
CC(/C=N/NC(=O)CSc1n[nH]c(=O)[nH]c1=O)=C\c1ccccc1
  7	-8	-27	-7	-1	0	0.4	-4	8
O=C(CCCC(=O)N1CCN(c2cccc(Cl)c2)CC1)c1ccccc1
  -2	-1	27	20	-4	-16	5.2	-15	-1
COc1ccc(OC)c(NC(=O)CSc2nncc(=O)n2N)c1
  -6	-5	-10	-1	-2	1	0.2	-9	2
CCn1cc(-c2ccnc3cc(C(=O)O)nn23)c(C)n1
  -3	-8	13	8	0	-6	0.2	2	0
CC[C@]12c3[nH]c4ccc(OC)cc4c3CCN1C(=O)C(CC(=O)NCCc1ccccn1)C[C@@H]2C(=O)N1CCN(C(=O)c2ccco2)CC1 (stereo not given in full)
  -6	-9	-8	-6	-3	1	-0.2	x	3
O=C(Nc1cccnc1)c1ccc(N2CCCC2)c([N+](=O)[O-])c1
  -1	4	-7	-5	-4	-8	-0.3	-13	7
CC(C)(C)c1ccc(OCCC(=O)NNC(=O)c2ccccc2)cc1
  5	4	8	-14	0	-7	2.1	-11	10
CCC1Cc2[nH]c(=S)[nH]c(=O)c2C(c2ccc(F)cc2)O1 (stereo not given)
  -9	-19	-8	10	-2	x	-0.1	x	3
Cc1nc2ccc(NC(=O)NC(=O)c3c(Cl)cccc3Cl)cc2o1
  -4	-10	-23	7	-6	-16	1.0	-8	10
Cc1ccc(S(=O)(=O)N(C)CC(=O)N2CCN(c3ccccn3)CC2)cc1
  -5	-6	-11	14	-5	-12	1.2	-5	0
CCCOc1ccc(C(=O)CCC(=O)OCC(=O)N2CC(=O)Nc3ccccc32)cc1
  -5	-9	5	9	-2	4	1.9	-16	7
Cc1cccc(-n2c(SCC(=O)N3CCC(C(=O)O)CC3)nc3ccccc3c2=O)c1C
  9	-7	-12	-7	-1	-10	0.0	-20	0
c1ccc(-c2nnc(SCc3nc4ccccc4[nH]3)n2Cc2ccco2)nc1
  -10	-6	13	9	0	-32	5.4	-6	8
N#CC1=C(N)N(c2ccc(Br)cc2)C2=C(C(=O)CCC2)C1c1cccnc1 (stereo not given)
  -9	16	30	19	-4	-4	0.2	6	5
CN(C)S(=O)(=O)c1cccc(C(=O)Nc2cccnc2)c1
  -12	-17	3	20	-4	6	0.2	-5	13

Other entries.
Value order: CHO-K1 Ca antag	M1 antag	TAAR1 antagonist	M1 PAM parental	CHRM1 agonist	CHO parental Ca	M1 ag parental	OXTR potentiate	TAAR1 ag
CC1(C)NC(=O)N(CCOCCOc2cccc(Oc3ccccc3)c2)C1=O
  12	3	-2	-8	-2	-19	0.5	-2	4
COc1ccc(CCNC(=O)CCc2cc(OC)c(OC)c(OC)c2)cc1OC
  -7	0	-12	8	-3	-6	5.5	-1	1
O=C(/C=C/c1ccc(-c2ccccc2[N+](=O)[O-])o1)c1ccco1
  1	-3	31	15	-7	-10	1.0	-16	4
Cc1cc(C)c(C(=O)NC2CC(C)(C)Cc3c2cnn3-c2cccc(F)c2)[nH]1 (stereo not given)
  7	8	-22	-15	-2	x	-0.3	x	3
CC1CCCC(C)N1CCCNC(=O)c1cc2c(=O)n(C)c3ccccc3c2n1C (stereo not given)
  -4	-8	-15	7	-13	-17	0.4	-5	0
COc1ccc(C(CC(=O)c2ccccc2)S(=O)(=O)c2ccccc2)cc1 (stereo not given)
  -1	-6	-6	13	-2	-8	0.1	-5	-1
CCCCc1cc(=O)oc2c(CN(CC)CC)c(O)c(Cl)cc12
  5	-3	1	-1	-5	-17	-0.4	-1	7
CC(C)(C)CCN1CCC(CN2CCNC2=S)CC1
  1	-3	2	3	-10	x	0.4	x	0
CCOC(=O)Nc1oc2ccccc2c(=O)c1C
  -1	-13	-15	11	-3	2	0.7	2	5
CCc1nc2c(OCCn3cccc3)cccn2c1N(C)C(=O)CC(C)C
  12	-23	3	1	-6	x	-0.6	x	3
Cc1cc(NC(=O)CSc2nc(=O)cc(N)n2-c2ccc(Cl)cc2)no1
  -10	-13	7	-6	-5	-2	1.4	-15	1
COCCNC(=O)Cn1cc(C(=S)N2CCCCC2)c2ccccc21
  -9	-21	-6	16	-2	-13	0.2	-22	2
COc1ccccc1CNS(=O)(=O)c1ccc2c(c1)N(C(C)=O)CCO2
  -26	-15	-34	12	0	-4	3.0	-6	3
CCOC(=O)NC1(C(F)(F)F)C(=O)NC(C)=C1C(=O)OC (stereo not given)
  -19	-9	-16	14	-1	0	1.0	-3	6
CCCc1nnc(SCC(=O)Nc2cc(C)on2)n1CCOC
  2	-4	6	15	-3	-19	0.7	-4	-2
CCC(=O)Nc1ccc(NC(=S)NC(=O)c2cc3ccccc3o2)cc1
  -12	-8	-1	13	-4	-6	1.2	5	6
Cc1ccc2c(cnn2C(=O)CCCC(=O)NC(C)c2ccccc2)c1 (stereo not given)
  -8	-7	-13	19	-6	-24	0.2	0	-2
COc1cc(S(=O)(=O)NCc2ccc3c(c2)OCO3)c(OC)cc1C
  -7	-2	-1	12	-2	-12	0.9	-8	-1
